BAZ2B inh: qHTS Assay for Inhibitors of BAZ2B; Bromodomain adjacent to zinc finger domain protein 2B (Homo sapiens), Q9UIF8; AlphaScreen BAZ2B-H3K14Ac peptide displacement; Potency, µM (highest dose often 114 µM), for inactives: at the highest dose activity change, negative = inhibition, most hits filed as inhibitors; 360,000 compounds, 4.4% hits; AID 504333, 2011; also: potency is read from the fitted curve at half-maximal effect; % is scaled to controls: 0 for no effect and ±100 for the full control effect; nearly all actives have a fitted effect of over 60% in size
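BAZ2B (50 nM) with biotin-H3(5-23)K14Ac peptide (50 nM) in PBS pH 7.4, 0.01% Tween-20, preformed 30 min, then compound 30 min at room temperature; top concentration 110uM. AlphaScreen streptavidin donor/nickel chelate acceptor beads (10 ug/mL final), 20 min dark, signal read.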
GLS inh: qHTS for Inhibitors of Glutaminase (GLS). Glutaminase kidney isoform, mitochondrial (Homo sapiens), O94925. Potency, µM (highest dose often 45.5 µM), inactives show top-dose activity change, negative = inhibition, most hits filed as inhibitors. AID 624170, 2012. 410,000 compounds, 0.21% hits. GLS enzymatic activity, qHTS titration; also: potency is read from the fitted curve at half-maximal effect; % is scaled to controls: 0 for no effect and ±100 for the full control effect
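hKGA in 45 mM KH2PO4 pH 8.2, 0.02% Tween-20 with pin-transferred compounds; 1 mM L-glutamine (stock) plus glutamate oxidase/HRP/Amplex Red coupling added. Fluorescence read initially and after 30 min at RT.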
ERG-DNA inh: qHTS for Small Molecule Inhibitors of the ERG Ets/DNA interaction; fluorescence polarization, His-ERG Ets domain / labelled DNA; Potency, µM (highest dose often 76.9 µM), without a hit: at the highest dose FP activity, negative = inhibition, most hits filed as inhibitors; 370,000 compounds, 0.028% hits; active = well fitted inhibition curve with a large enough effect in the polarisation, with a control signal flat; inconclusive = small, poorly fitted or top-dose-only effect, or effect the other way, or a change in a side signal; inactive = no such curve, though single readings can be large or run the other way; the % refers to the polarisation;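 also: polarization taken with two DNA probes labelled with fluorescein and Texas red; potency is read from the fitted curve at half-maximal effect; % of control where 0% means no effect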
Target sequence (P11308 whole entry, looked up, the tested form may be a part): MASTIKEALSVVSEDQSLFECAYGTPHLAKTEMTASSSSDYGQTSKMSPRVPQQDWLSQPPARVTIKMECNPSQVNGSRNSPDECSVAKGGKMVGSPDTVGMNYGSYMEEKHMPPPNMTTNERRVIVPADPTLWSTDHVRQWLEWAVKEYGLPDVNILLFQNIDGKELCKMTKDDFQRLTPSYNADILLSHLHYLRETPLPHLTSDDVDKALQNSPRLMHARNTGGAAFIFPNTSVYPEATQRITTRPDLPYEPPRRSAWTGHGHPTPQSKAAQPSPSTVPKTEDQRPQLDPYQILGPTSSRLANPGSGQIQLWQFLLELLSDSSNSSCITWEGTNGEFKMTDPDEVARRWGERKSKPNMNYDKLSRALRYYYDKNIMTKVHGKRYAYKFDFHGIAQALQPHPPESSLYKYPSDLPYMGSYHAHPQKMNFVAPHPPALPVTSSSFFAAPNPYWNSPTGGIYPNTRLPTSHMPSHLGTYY
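His-tagged ERG Ets domain (1 uM in the protein solution; 300mM KCl, 50mM Tris-HCl, 1mM EDTA, 1mM DTT, pH 7.5) received compound, then a probe mix of 5 nM fluorescein-DNA and 100nM Texas-615-DNA. Fluorescence polarization was read for both dyes.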
PI4K2A block: qHTS for small molecular inhibitors of PI4K2A; Phosphatidylinositol 4-kinase type 2-alpha (Homo sapiens), Q9BTU6; purified PI4K2A, ADP-Glo luminescence, 1 h; stronger effect = lower value; activity change, negative = inhibition, % at 76.9 µM; 420,000 compounds, 0.13% hits; in the data active = activity change below about -50%; inconclusive = mostly about -30% to -49%;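 also: -100% = wells without enzyme as full effect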
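In this quantitative HTS, ADP production by PI4K2A was quantified luminescently after 1 h at ambient temperature; 100 microM adenosine served as plate-quality control.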
Pin1 inh: qHTS Assay to Find Inhibitors of Pin1 | 390,000 compounds, 0.009% hits | AID 504891, 2011 | Pin1 FP peptide displacement, HiFluor488, 10 min | Potency, µM (titrated, usually from 115 µM), for the others: at the highest dose activity, negative = inhibition, most hits filed as inhibitors; active = well fitted inhibition curve with a large enough effect in the polarisation, with a control signal flat, not every such curve was filed as active; inconclusive = small, poorly fitted or top-dose-only effect, or effect the other way, or a change in a side signal; inactive = no such curve, though single readings can be large or run the other way; the % refers to the polarisation; also: potency is read from the fitted curve at half-maximal effect; % is scaled to controls: 0 for no effect and ±100 for the full control effect
Target sequence (Q13526 whole entry, looked up): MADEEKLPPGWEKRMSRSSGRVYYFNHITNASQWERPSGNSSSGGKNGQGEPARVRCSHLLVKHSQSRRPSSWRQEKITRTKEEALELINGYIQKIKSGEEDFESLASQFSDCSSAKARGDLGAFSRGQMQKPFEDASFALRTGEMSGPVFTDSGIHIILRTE
JMJD2A Tudor inh: qHTS Assay for Inhibitors of JMJD2A-Tudor Domain | AlphaScreen JMJD2A-Tudor / H3K4me3 peptide binding | Potency, µM (top dose mostly 114 µM), inactives show at the top dose activity change, negative = inhibition, most hits filed as inhibitors | 390,000 compounds, 4.4% hits; also: potency is read from the fitted curve at half-maximal effect; % is scaled to controls: 0 for no effect and ±100 for the full control effect; nearly all actives have a fitted effect of over 50% in size
HP1b chromo inh: HTS for Inhibitors of HP1-beta Chromodomain Interactions with Methylated Histone Tails | Chromobox protein homolog 1 (Homo sapiens), P83916 | AlphaScreen HP1-beta / biotin-H3K9me3 peptide binding | Potency, µM (series often up to 114 µM), without a hit: at the top dose activity change, negative = inhibition, actives largely listed as inhibitors | 390,000 compounds, 0.56% hits; also: potency is read from the fitted curve at half-maximal effect; nearly all actives have a fitted effect of over 70% in size; inactives centre near 23
Target sequence (P83916 whole entry, looked up): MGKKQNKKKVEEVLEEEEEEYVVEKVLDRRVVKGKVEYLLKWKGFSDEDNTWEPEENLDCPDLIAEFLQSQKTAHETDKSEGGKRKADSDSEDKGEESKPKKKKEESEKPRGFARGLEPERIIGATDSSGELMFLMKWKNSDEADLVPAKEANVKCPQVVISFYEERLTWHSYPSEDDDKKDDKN
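Compound inhibition of the preformed complex between 50 nM HP1-beta and 50 nM biotinylated H3K9me3 peptide was read by AlphaScreen. Buffer was PBS pH 7.4 with 0.01% Tween-20. Incubations ran 30 min at room temperature, with 10 ug/mL donor/acceptor beads.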
G9a inh: qHTS Assay for Inhibitors of Histone Lysine Methyltransferase G9a | Histone-lysine N-methyltransferase EHMT2 (Homo sapiens), Q96KQ7 | G9a H3K9 monomethylation, AlphaScreen, 2 h | Potency, µM (highest dose often 102 µM), for the others: top-dose activity, negative = inhibition, most hits filed as inhibitors | 350,000 compounds, 8.8% hits | AID 504332, 2011; also: potency is read from the fitted curve at half-maximal effect; % is scaled to controls: 0 for no effect and ±100 for the full control effect; nearly all actives have a fitted effect of over 75% in size
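Quantitative HTS format: methyltransferase activity on a biotin-tagged H3K9 peptide is measured by AlphaScreen, using a rabbit anti-monomethyl-H3K9 antibody with streptavidin donor and anti-IgG acceptor beads. Final levels are 20 nM enzyme, 500 nM peptide, 20 uM SAM; 2 h RT.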
PGK inhibitor: qHTS Assay to Find Inhibitors of Phosphoglycerate Kinase. 380,000 compounds, 0.043% hits. PGK/GAPDH coupled, Kinase-Glo luminescence, 60 min. Potency, µM (doses to about 57.5 µM), for inactives: at the top dose activity change, negative = inhibition, most hits filed as inhibitors. AID 602233, 2012. Phosphoglycerate kinase, glycosomal (Trypanosoma brucei brucei), P07378; also: potency is read from the fitted curve at half-maximal effect; % is scaled to controls: 0 for no effect and ±100 for the full control effect; nearly all actives have a fitted effect of over 60% in size
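Recombinant glycosomal PGK reaction used 1,3-bisphosphoglycerate generated in-well by GAPDH (100nM final) in 100mM TEA pH 7.6, 5mM MgCl2, 0.01% Tween-20. After 60 minutes at room temperature, ATP was read by Kinase-Glo Plus luminescence end-point.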
* hit, by the source's call; i = inactive; ? = inconclusive; . = no result given; & = joins results of further samples; [ ] = another dose, or the depositor's remark. Unless noted, calls follow the shape of the dose curve; as a rule, active = well fitted curve in the direction sought with a large enough effect; inconclusive = small, poorly fitted or top-dose-only effect, or another doubt; inactive = no such curve, though single readings can be large; an effect the other way counts as inactive or inconclusive.

SMILES	BAZ2B inh	GLS inh	ERG-DNA inh	PI4K2A block	Pin1 inh	JMJD2A Tudor inh	HP1b chromo inh	G9a inh	PGK inhibitor
COc1cc(S(=O)(=O)n2ccc(C)n2)c(OC)cc1Cl	4%	-4%	-1%	4	-1%	-3%	30%	32%[59 µM]	i
O=C(CSc1nnc(-c2ccccc2)c(-c2ccccc2)n1)NCc1ccco1	?	-3%	0%	-6	-5%	-37%[57.1 µM]	?	20%[59 µM]	-5%
COc1ccc(N(CC(=O)N/N=C/c2ccc(C(=O)O)cc2)S(=O)(=O)c2ccc(NC(C)=O)cc2)cc1	5%	-1%	-5%	-3	-1%	-14%	27%	8%	i
O=C(CCCc1nc(-c2ccccc2Cl)no1)NC1CCCC1	-17%	0%	4%	1	-6%	-15%	28%	-9%	-9%
CC(=O)Nc1ccc(NCN2C(=O)C3C4CCC(C4)C3C2=O)cc1 (stereo unspecified)	6%	6%	-1%	-8	8%	44%[activator]	15%	20%	-2%
COc1ccc(NC(=O)c2oc3ccccc3c2NC(=O)C2CC2)cc1	-2%	0%	-1%	-7	-1%	-6%	5%	-10%	-7%
O=C(CC1C(=O)N(c2ccc(F)cc2)C(=O)N1Cc1ccccn1)Nc1ccccc1 (stereo unspecified)	-4%	-2%	-8%	-4	-5%	-17%	5%	26%[12.7 µM]	-9%
COc1ccc(/C(N)=N/OC(=O)CN(C)S(=O)(=O)c2ccccc2)cc1	9%	1%	2%	-1	2%	-17%	15%	.	-1%
O=C(c1c[nH]c(=O)n(-c2ccccc2)c1=O)N1CCc2ccccc21	-24%	23%	-4%	-7	1%	2%[57.1 µM]	35%	12%	-6%
O=C(NCc1cccc(C(F)(F)F)c1)c1ccc(=O)[nH]c1	-2%	-4%	-12%	2	-2%	-4%	19%	15%	-14%
O=C(NCCCCCCNC(=O)c1ccccc1O)c1ccccc1O	0%	-11%	-5%	7	0%	11%	28%	-7%[0.501 µM]	-5%
O=C(c1cc(O)c(O)c([N+](=O)[O-])c1)c1ccccc1F	?	54%[activator]	2%	-5&2	3%	?	0%	?	?
Cc1ccc(-c2c(C(=O)NCCc3ccc(Cl)cc3)oc(=O)c3ccccc23)cc1	.	-9%	1%	-9	?	-12%	31%[activator]	-30%[59 µM]	4%
O=C(c1ccc(Br)cc1)N1CCC(c2nc3ccccc3s2)CC1	15%	-5%	2%	5	6%	-5%	83%[activator]	25%[59 µM]	0%
Cc1nc(N[C@@H](Cc2ccccc2)C(=O)O)c2oc3ccccc3c2n1	-27%[57.1 µM]	12%	3%	10	-18%	-15%	36%	32%[0.501 µM]	-1%
O=C(NCc1ccco1)C1(c2ccc(Br)cc2)CCCC1	1%	4%	-9%	-6	3%	-6%	8%	-39%[59 µM]	-6%
O=C(Cc1ccccc1)NCCSCc1ccco1	?	2%	.	0	-4%	-3%	24%	?	-6%
Nc1ccc(C(=O)c2ccccc2C(=O)O)cc1Cl	?	5%	1%	3	-10%	-13%	26%	-7%[59 µM]	9%
Cc1cnc(C(=O)Nc2ccc(N3CCCCC3)cc2)cn1	-16%	35%[activator]	10%	0	-10%	-19%	16%	-44%	1%
CCC1=NN(C(=O)Cc2ccccc2)C(O)(c2ccncc2)C1 (stereo unspecified)	-29%	2%	10%	-12	-6%	-14%	20%	.	-7%

Individual results from the entries so far.
JMJD2A Tudor inh result of O=C(NCCCCCCNC(=O)c1ccccc1O)c1ccccc1O stands at 11%
JMJD2A Tudor inh result of COc1ccc(N(CC(=O)N/N=C/c2ccc(C(=O)O)cc2)S(=O)(=O)c2ccc(NC(C)=O)cc2)cc1 stands at -14%

(listing goes on)
SMILES	BAZ2B inh	GLS inh	ERG-DNA inh	PI4K2A block	Pin1 inh	JMJD2A Tudor inh	HP1b chromo inh	G9a inh	PGK inhibitor
COc1cc(/C=N/OCC(=O)NC2CCCCC2C)ccc1OCc1ccc(Cl)cc1 (stereo unspecified)	2%	-4%	4%	-5	-3%	-10%	18%	0%[59 µM]	i
Cc1onc(-c2ccccc2Cl)c1C(=O)N(C)CC(=O)Nc1ccc(F)c(F)c1F	9%	4%	2%	0	0%	-13%	13%	-5%	4%
O=S(=O)(Oc1ccccc1)c1cccnc1	.	-11%	-4%	-2	-6%	12%	31%	.	-10%
CCN1c2ccccc2-c2nc(SCC(=O)Nc3ccc(C)c(Cl)c3)ncc2S1(=O)=O	-2%	-6%	1%	-6	?	-13%	10%	-3%[59 µM]	i
O=C(Nc1sccc1C(=O)N1CCOCC1)c1cccnc1	-5%	29%	6%	-1	8%	-24%	-21%	-16%[59 µM]	3%
CC(=O)c1ccc(N2CCN(C(=O)c3ccc(Cn4c(=O)[nH]c5ccccc5c4=O)cc3)CC2)cc1	-10%	-3%	-2%	-4	23%	-7%	4%	-6%[59 µM]	i
CNc1nc(C23CC4CC(CC(C4)C2)C3)cs1	-3%	-7%	-7%	9	-2%	-20%	-5%	32µM*	i
COc1ccccc1CNC(=O)COC(=O)c1ccc(Cl)nc1	.	-3%	-3%	2	8%	-21%	7%	.	6%
CN(C(=O)COC(=O)CN1C(=O)c2ccccc2C1=O)c1c(N)n(Cc2ccccc2)c(=O)[nH]c1=O	8%	-3%	.	5	0%	2%	25%	?	-7%
CC(C)(CO)NS(=O)(=O)c1ccc2c(c1)C(=O)c1cc(S(=O)(=O)NC(C)(C)CO)ccc1-2	-10%	-1%	9%	-5	-2%	-2%	34%	-2%[12.7 µM]	-6%
O=C(O)CCCC(=O)N1N=C(c2ccccc2)CC1c1ccc2nccnc2c1 (stereo unspecified)	-4%	4%	-18%	3	-7%	4%[57.1 µM]	27%	25%[59 µM]	9%
COc1ccc(NC(=O)CSCc2cc(=O)n3nc(C4CC4)sc3n2)cc1	3%	-3%	-9%	-3	-2%	-5%	44%[activator]	.	-6%
Cc1ccc(Sc2ccc(N3CCCC(C(=O)Nc4ccc(F)c(Cl)c4)C3)nn2)cc1 (stereo unspecified)	3%	7%	0%	1	60%[activator]	8%	43%[activator]	-4%[59 µM]	0%
NCCNc1ccc([N+](=O)[O-])c(NC2CC2)c1	?	11%	8%	5	-1%	-34%	-24%	-1%[59 µM]	0%
Cc1cc(C)c2nc(-c3ccccn3)cc(C(=O)NCc3ccc(S(N)(=O)=O)cc3)c2c1	-28%	?	-5%	-20	11%	-21%	3%	1%	i
COc1cc(/C=C/C(=O)O)ccc1S(=O)(=O)N1CCCc2ccccc21	-3%	3%	-1%	-5	?	-10%	37%	?	2%
CC(C)C(NS(=O)(=O)c1ccccc1)C(=O)NC1CCCC1 (stereo unspecified)	2%	-1%	-10%	-7	-18%	-4%	46%[activator]	.	-8%
O=C(CNC(=O)c1ccccc1)NCC(=O)OCC(=O)c1ccc(F)cc1	2%	7%	-8%	-6	-8%	-14%	19%	11%	-7%
CC[C@@H](C)[C@@H]1CN([C@@H](C)CN2CCC[C@H]2CN2C(N)=NC[C@@H]2Cc2ccccc2)C(=N)N1CCCC1CCCC1	.	3%	-6%	-5	-1%	?	19%	.	-9%
Cc1cc(Cl)ccc1OCCCC(=O)NCCN1C(=O)S/C(=C\c2cccnc2)C1=O	-21%	6%	0%	7	18%	-7%	30%	?	-1%
CCOC(=O)N1CCC(N2C(=O)c3ccc(C(=O)NCc4ccco4)cc3C2=O)CC1	0%	-3%	-12%	1	-1%	-15%	3%	71µM*	-6%
CC1(C)CC(=O)C(N=Nc2cccc([N+](=O)[O-])c2)=C(O)C1	?	6%	5%	-5	2%	?	-21%	50µM*	-6%
Cc1ccnc(NS(=O)(=O)c2ccc(NS(=O)(=O)c3cc(Cl)ccc3Cl)cc2)n1	-11%	13%	-3%	-2	-2%	-10%	-2%	?	4%
O=C1C(=O)N(CCN2CCOCC2)C(c2cccnc2)/C1=C(/O)c1ccc(Cl)cc1 (stereo unspecified)	-20%	0%	7%	-1	-4%	-14%	35%	50µM*	-7%
CC(=O)Nc1ccc(C(=O)N(C)c2ccccc2)cc1	6%	-1%	14%	-11	-2%	-17%	15%	-6%	-6%
CC(C)(C)n1nnnc1C(c1ccncc1)N(Cc1ccccc1)Cc1ccco1 (stereo unspecified)	5%	-12%	-10%	5	3%	?	22%	-3%[12.7 µM]	6%
C[C@H](CO)N1C[C@H](C)[C@@H](CN(C)C(=O)Nc2ccc(C(F)(F)F)cc2)Oc2c(NC(=O)NC3CCCCC3)cccc2C1=O	.	-6%	-1%	-3	0%	-29%	23%	.	-13%
COc1ccccc1NC(=O)COc1ccc(Br)cc1CNCCCN1CCOCC1	-26%	-3%	13%	0	0%	-11%	36%	?	-6%
O=C(CSc1nnc(COc2cccc3cccnc23)o1)N1CCc2ccccc21	-26%	3%	.	-1	-3%	-10%	21%	-48%	i
CCCCn1nnc(N(C(=O)c2cccs2)C(=O)c2cccs2)n1	7%	-20%	8%	20	1%	23%	101%[activator]	24%	-1%

Compound activity from PubChem BioAssay.
